mcGAS lum = blocks mouse cGAS activity; inhibition, % at 12.5 µM; 160,000 compounds, 0.15% hits; recombinant cGAS, Kinase-Glo ATP depletion luminescence;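 also: 0% = negative control wells and 100% = reference inhibitor with no enzyme activity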
NPYLR7 agonist = mosquito NPYLR7 agonism; HEK293T NPYLR7/Galpha15, GCaMP6s calcium fluorescence; activation, % at 10 µM; 270,000 compounds, 0.15% hits; in the data active = activation above about 40%;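 also: 0% = vehicle and 100% = reference agonist at the receptor; some compounds past the cut are filed as inactive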
hcGAS lum = inhibitors of human cGAS; inhibition, % at 12.5 µM; 290,000 compounds, 0.081% hits; recombinant h-cGAS, ATP depletion, Kinase-Glo luminescence;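 also: 0% = vehicle reaction and 100% = reaction without DNA for no activity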
Target sequence (Q8N884 whole entry, looked up): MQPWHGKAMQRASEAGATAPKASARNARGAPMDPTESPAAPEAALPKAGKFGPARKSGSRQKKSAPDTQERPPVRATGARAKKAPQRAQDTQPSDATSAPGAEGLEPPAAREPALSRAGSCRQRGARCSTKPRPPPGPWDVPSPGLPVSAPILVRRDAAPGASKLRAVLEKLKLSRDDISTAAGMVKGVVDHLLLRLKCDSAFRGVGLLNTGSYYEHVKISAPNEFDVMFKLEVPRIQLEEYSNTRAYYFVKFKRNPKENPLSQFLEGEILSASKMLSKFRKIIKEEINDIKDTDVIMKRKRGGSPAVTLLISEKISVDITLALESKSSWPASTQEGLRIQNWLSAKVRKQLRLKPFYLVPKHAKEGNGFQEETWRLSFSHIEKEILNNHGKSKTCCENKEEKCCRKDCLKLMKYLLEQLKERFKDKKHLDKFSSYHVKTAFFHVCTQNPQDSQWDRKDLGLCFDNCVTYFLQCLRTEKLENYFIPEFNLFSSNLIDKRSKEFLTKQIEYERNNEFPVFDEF
Starred values were filed as active, the others as inactive; / = not tested or not shown. Rule as the data show it, unless noted: active = inhibition above about 40%; inactive = the rest.

[1] O=C(c1cccc(Cl)c1)N1CCCC(OCc2ccc(F)cc2)C1 (centres undefined)
[2] Cc1cc(C(=O)N(CC2CCN(C3Cc4ccccc4C3)CC2)CC2CCCO2)c(C)o1 (centres undefined)
[3] OCc1ccc(-c2nn(Cc3ccccc3)c3ccccc23)o1
[4] CC(C)Sc1nc(=O)n(CCO)c2c1CCCC2
[5] CC(=O)c1ccc(NC(=O)c2cc(-c3ccccc3)nc3ccccc23)cc1
[6] COc1cn(CC(=O)NCc2ccco2)c(CN2CCN(c3ccccc3)CC2)cc1=O
[7] O=C(c1ccccc1Oc1cccc(Br)c1)N1CCC(O)CC1
[8] CC1(C)Cc2c(cnn2-c2ccccc2)C(NC(=O)c2ccc(Cn3cnnn3)cc2)C1 (centres undefined)

| Assay by compound | 1 | 2 | 3 | 4 | 5 | 6 | 7 | 8 |
| --- | --- | --- | --- | --- | --- | --- | --- | --- |
| mcGAS lum | 0 | / | -3 | -10 | -1 | -7 | / | -6 |
| NPYLR7 agonist | -10 | 0 | 1 | -7 | -9 | -3 | 11 | 9 |
| hcGAS lum | 2 | 2 | 3 | -9 | 0 | -6 | -12 | -2 |

[9] COc1ccccc1N1CCN(C(=O)c2csc(CSc3nnc(-c4ccncc4)n3-c3cc(Cl)ccc3C)n2)CC1
[10] Cc1ccc(C)n1-c1cnn(CC(=O)NCc2ccco2)c1
[11] O=C1c2ccccc2C(O)(c2ccccc2)N1CCc1ccccc1 (centres undefined)
[12] COc1ccc(-c2nc(CSc3ccoc3C)cs2)cc1OC
[13] CC(Oc1ccccc1)C(=O)NC12CC3CC(CC(C3)C1)C2 (centres undefined)
[14] CC1CCCN(C(=O)CSc2nnc(-c3cccs3)n2C)C1 (centres undefined)
[15] O=C(CC1CCN(C(=O)NC2CCCCC2)CC1)NCC1CCCO1 (centres undefined)
[16] CN1CCCC2(CCN(C(=O)CCn3ccc(=O)[nH]c3=O)C2)C1=O (centres undefined)

| Assay by compound | 9 | 10 | 11 | 12 | 13 | 14 | 15 | 16 |
| --- | --- | --- | --- | --- | --- | --- | --- | --- |
| mcGAS lum | -6 | -15 | / | -2 | / | / | -5 | / |
| NPYLR7 agonist | 13 | 0 | 7 | 18 | 3 | 4 | / | 6 |
| hcGAS lum | -10 | -6 | -3 | -5 | -19 | -9 | -11 | -5 |

[17] Cc1nc(-c2ccncc2)ncc1C(C)NC(=O)c1ncoc1C1CC1 (centres undefined)
[18] CCCc1[nH]n(-c2cccc(Cl)c2)c(=O)c1C1=C([n+]2ccccc2)C(=O)N(CC(C)C)C1=O
[19] O=C1CSC(c2cccnc2)N1c1ccc(F)cc1 (centres undefined)
[20] CCc1nc(C)ccc1OCC(=O)N1CC[C@@](O)(C2CCOCC2)[C@H](C)C1
[21] COCCN1N=C(c2ccc(F)cc2)Cn2c1nc1c2c(=O)n(C)c(=O)n1C
[22] COC(=O)c1ccccc1NC(=O)CCN1C(=O)c2ccccc2C1=O
[23] O=C(Cc1ccccc1)N[C@H]1[C@H](O)[C@@H]2O[C@H]1c1ccccc12
[24] Cc1c(CN2CCC(CCC(=O)NCc3ccc(F)cc3)CC2)[nH]c2ccccc12

| Assay by compound | 17 | 18 | 19 | 20 | 21 | 22 | 23 | 24 |
| --- | --- | --- | --- | --- | --- | --- | --- | --- |
| mcGAS lum | -11 | -11 | / | -5 | / | -4 | -8 | -11 |
| NPYLR7 agonist | 17 | 12 | -3 | / | 5 | -1 | 5 | 3 |
| hcGAS lum | -7 | 4 | -11 | -15 | -8 | -1 | -2 | -8 |

[25] CC(=O)N1CCN(C(=O)c2c(-c3ccccc3)nn(-c3ccccc3)c2C)CC1
[26] COCC(=O)NC1CCN(c2ccccc2C(=O)NCCc2ccccc2OC)CC1
[27] COc1cccc(C(=O)N2CCN(C(=O)c3cc4ccsc4n3Cc3ccccc3C)CC2C)c1 (centres undefined)
[28] Cc1nc2ncccn2c1C(=O)N1CCOC(CCc2ccccc2)C1 (centres undefined)
[29] COc1cccc(C(CN2CCN(S(=O)(=O)c3cccc(C#N)c3)CC2)OCc2cccc(Cl)c2)c1 (centres undefined)
[30] COc1cc(OC)cc(C(=O)Nc2nc(-c3ccccc3)cs2)c1
[31] Cc1csc2cc(C(=O)N3CCC(C(N)=O)CC3)cnc12
[32] CCCN(C)c1cc(-c2ccccc2)nc(SCc2cccc(C(=O)NC3CC3)c2)n1

| Assay by compound | 25 | 26 | 27 | 28 | 29 | 30 | 31 | 32 |
| --- | --- | --- | --- | --- | --- | --- | --- | --- |
| mcGAS lum | / | / | 1 | / | 1 | -2 | -3 | -5 |
| NPYLR7 agonist | 11 | 1 | / | 21 | -10 | 2 | -2 | 9 |
| hcGAS lum | -5 | 0 | 4 | -5 | 1 | 2 | 3 | -4 |

[33] COc1ccc(-c2cc(C(F)(F)F)n3nc(C(=O)N4CCN(C)CC4)cc3n2)cc1
[34] CSC(C)(C)CC(C)NC1CCN(Cc2cccnc2)CC1 (centres undefined)
[35] CNC(=O)[C@@]1(OCc2cccc(C)c2)CC(OCc2ccc(F)cc2)[C@@H]2OC(C)(C)O[C@@H]2C1 (some centres undefined)
[36] C#CCNS(=O)(=O)c1ccc(C(=O)NC(C)c2ccccc2OC)cc1 (centres undefined)
[37] O=C1Nc2ccccc2NC12CCN(c1ncnc3c1CCNC3)CC2
[38] C=CCCC(O)CN(Cc1cccc(OC)c1)C1CC1 (centres undefined)
[39] O=c1ccc2cc(S(=O)(=O)Nc3ccc(Cl)cc3)ccc2o1
[40] CN(C)CCCN(C(=O)Cc1ccccc1)c1nc2c(F)cc(F)cc2s1

| Assay by compound | 33 | 34 | 35 | 36 | 37 | 38 | 39 | 40 |
| --- | --- | --- | --- | --- | --- | --- | --- | --- |
| mcGAS lum | -4 | / | -7 | / | -19 | -7 | / | -1 |
| NPYLR7 agonist | 4 | 38 | 19 | 5 | 19 | 25 | -1 | 8 |
| hcGAS lum | 3 | -5 | -9 | -6 | -3 | -3 | -7 | 0 |

[41] CC(=O)N(CCCN(C)C)c1nc2c(Cl)cccc2s1
[42] CCOC(=O)c1ccc2c(c1)nc(SCc1cc(OC)cc(OC)c1)n2CCc1ccc(OC)cc1
[43] Cc1cc(C2CCCN2C(=O)NCC(C)C)on1 (centres undefined)
[44] O=C1OC(c2ccccc2F)=N/C1=C\c1ccc(OCc2ccccc2)cc1
[45] O=C(CC1Cc2ccccc2C1)N1CCC2(CCc3ccccc32)C1 (centres undefined)
[46] O=C(Nc1ccc(Cl)cc1)C(C1CCCC1)N1CCN(C(=O)c2cc(F)cc(F)c2)CC1 (centres undefined)
[47] Cc1ncsc1CN(Cc1ccccc1)Cc1ccncc1
[48] C=CCNC(=O)c1cc(N(C)C2CCCCC2)nc2ccccc12

| Assay by compound | 41 | 42 | 43 | 44 | 45 | 46 | 47 | 48 |
| --- | --- | --- | --- | --- | --- | --- | --- | --- |
| mcGAS lum | -8 | -7 | -8 | -3 | / | -6 | -17 | -7 |
| NPYLR7 agonist | 8 | -2 | 1 | 1 | -2 | -1 | 5 | / |
| hcGAS lum | -2 | -5 | -4 | -3 | 1 | -6 | -4 | -10 |

[49] Cc1nn(-c2ccccc2)c(C)c1CNC(=O)CC(C)C
[50] C/C(=C\c1ccccc1)CN1[C@@H]2CC[C@H]1CN(C)C(=O)C2
[51] CCN=c1scc(-c2ccc(OC(F)F)cc2)n1N=Cc1ccc2c(c1)OCO2
[52] Fc1cccc(Oc2cc(-c3ccccc3)nc(SCc3ccccc3)n2)c1
[53] CC1(C)C(=O)C=C[C@@]2(C)C1C=C[C@]1(C)C2CC[C@@]2(C)[C@H](c3ccoc3)OC(=O)C3OC321 (some centres undefined)
[54] CCSc1nc(N2CCOCC2)c2cnn(CCNC(=O)c3cccc(F)c3)c2n1
[55] CCc1nc(C)cn1S(=O)(=O)c1cc(OC)c(C)cc1C
[56] ClC1(Cl)CC1Cn1c(Cc2ccccc2)nc2ccccc21 (centres undefined)

| Assay by compound | 49 | 50 | 51 | 52 | 53 | 54 | 55 | 56 |
| --- | --- | --- | --- | --- | --- | --- | --- | --- |
| mcGAS lum | / | / | / | / | -4 | -8 | / | / |
| NPYLR7 agonist | -4 | 1 | -3 | -1 | / | -1 | 1 | 10 |
| hcGAS lum | 4 | -2 | 0 | 0 | -2 | 0 | -8 | -5 |

[57] S=c1[nH]c(-c2ccccc2)cn1N=Cc1cccnc1
[58] N#Cc1ccc(S(=O)(=O)N2CCN(Cc3c(O)ccc4ccncc34)CC2)cc1
[59] Cc1ccc(NS(=O)(=O)c2cccc(C(F)(F)F)c2)c([N+](=O)[O-])c1
[60] O=C(Nc1ccc(-c2cccc(-c3ccc4c(c3)OCCO4)n2)cc1)c1ccc(F)c(Cl)c1
[61] Cc1ccc(CN(CCc2ccccc2)C(=O)CN(CC2CCCO2)C(=O)Nc2ccccc2C)o1 (centres undefined)
[62] CCOc1ccc(OCC(=O)N2CCN(c3nccn3-c3ccccc3F)CC2)cc1
[63] COC(=O)N1CC(CN2CCN(c3ccc(F)cc3)CC2)C(c2cccc(F)c2)C1 (centres undefined)
[64] O=C1CNc2ccc(C(=O)N3C[C@@H]4C5CCC(CC5)[C@@H]4C3)cc2N1

| Assay by compound | 57 | 58 | 59 | 60 | 61 | 62 | 63 | 64 |
| --- | --- | --- | --- | --- | --- | --- | --- | --- |
| mcGAS lum | -1 | / | -1 | -7 | -6 | -9 | -5 | 0 |
| NPYLR7 agonist | -3 | 4 | 4 | 7 | -5 | 1 | / | 0 |
| hcGAS lum | -3 | -5 | -3 | -10 | -7 | -4 | -4 | 3 |

[65] COc1ccc2nc(N(Cc3cccnc3)C(=O)c3ccc(C#N)cc3)sc2c1
[66] CCCCCNC(=O)CN(Cc1ccccc1)c1nc(Cc2ccc(F)cc2)ns1
[67] CCN(CC)C(=O)COc1cc(NCc2nc(C)no2)ccc1OC
[68] CC(C)c1ccc(NC(=O)O[C@@H]2CO[C@H]3[C@@H]2OC[C@@H]3NC(=O)c2cnccn2)cc1
[69] CC(C)(C)c1ccc(C(=O)Nc2nnc(-c3ccco3)s2)cc1
[70] CC(C)c1nc(CN(C)C(=O)c2cnn(Cc3ccccc3)c2)cs1
[71] COC(=O)c1cccc(C(=O)OC2CCOC2)c1 (centres undefined)
[72] CCOc1ccc(CN(Cc2nc(C(=O)NCCc3ccccn3)co2)C(C)C)cc1

| Assay by compound | 65 | 66 | 67 | 68 | 69 | 70 | 71 | 72 |
| --- | --- | --- | --- | --- | --- | --- | --- | --- |
| mcGAS lum | -1 | -3 | / | -7 | 2 | / | / | -4 |
| NPYLR7 agonist | -24 | -10 | -7 | -9 | 1 | -1 | 2 | 13 |
| hcGAS lum | 0 | -12 | -4 | -7 | 1 | -9 | -7 | 1 |

[73] O=C(CC1CCCC1)NCc1cc(-c2ccc(F)cc2F)on1
[74] CCC(C(=O)Nc1cccc(C2SCC(=O)N2c2ccc(C)cc2C)c1)c1ccccc1 (centres undefined)
[75] COCC(=O)Nc1ccc(N2CCN(C(=O)NCCc3ccc(OC)cc3)CC2)nc1
[76] CCOC(=O)NC(=O)CSc1nnc(SC)s1
[77] CC(=O)c1ccc(N2CCN(C(C)C(=O)NC3CCCCC3C)CC2)cc1 (centres undefined)
[78] CCOc1ccc(-c2n[nH]c(=S)n2CC(=O)NCc2ccco2)cc1
[79] Cc1ccc(-c2nc(C=Nc3cccc(C)n3)c(O)o2)cc1
[80] CCOC(=O)[C@@H]1[C@@H](O)C(=O)NC12CCN(C(=O)c1ccccc1)CC2

| Assay by compound | 73 | 74 | 75 | 76 | 77 | 78 | 79 | 80 |
| --- | --- | --- | --- | --- | --- | --- | --- | --- |
| mcGAS lum | -8 | -8 | -1 | -16 | / | / | / | 1 |
| NPYLR7 agonist | 1 | 7 | 15 | 4 | 2 | 3 | -4 | 8 |
| hcGAS lum | -14 | -3 | -2 | -7 | -2 | -7 | -9 | 4 |

[81] Cc1cccnc1N1CCN(C(=O)c2ccc3c(c2)OCCN3C)CC1
[82] COCCNC(=O)CCN(Cc1ccco1)c1nc(-c2cccs2)nc2ccccc12
[83] O=C(NCc1nnc2n1CCCCC2)C1CC2(CCNCC2)CN1 (centres undefined)
[84] Cn1cncc1C(=O)N1CC2(CCNCC2)CC1C(=O)O (centres undefined)
[85] COc1cc(C)c(Cl)cc1S(=O)(=O)NCc1ccco1
[86] CC(C)c1cc(NCc2cccnc2N(C)Cc2ccccc2)ncn1
[87] CCCNCc1c(CC)nn(-c2ccc(F)cc2)c1N1CCN(C(C)C)CC1
[88] Cc1ccc(NC(=O)N2CCN(c3cccc(C(F)(F)F)c3)C(=O)C2C)cc1 (centres undefined)

| Assay by compound | 81 | 82 | 83 | 84 | 85 | 86 | 87 | 88 |
| --- | --- | --- | --- | --- | --- | --- | --- | --- |
| mcGAS lum | -9 | -9 | / | / | -7 | / | / | -4 |
| NPYLR7 agonist | -2 | 15 | 16 | -3 | 3 | -1 | -16 | 2 |
| hcGAS lum | -1 | -2 | -3 | -7 | -5 | -4 | 4 | -6 |

[89] CC1=NN(c2ccc(Cl)c(C(=O)O)c2)C(=O)/C1=C\c1ccc(N(C)C)cc1
[90] CCN(CC(=O)Nc1c(Cl)cccc1Cl)C(=O)CCn1c(=O)oc2cc(Cl)ccc21
[91] CC(C(=O)Nc1ccc(Br)cc1S(=O)(=O)N1CCOCC1)n1cncn1 (centres undefined)
[92] COc1ccc(-c2cc(C(=O)NCc3ccc(F)cc3)n3nc(C(C)(C)C)cc3n2)cc1
[93] Cc1cnccc1N1CCCN(C(=O)Nc2nc(C)n(C)n2)CC1
[94] O=C(Cc1cn2ccccc2n1)N1CCc2ccccc21
[95] Cc1cc(C)cc(N2C(=O)C3N=NN(c4cccc(Cl)c4)C3C2=O)c1 (centres undefined)

| Assay by compound | 89 | 90 | 91 | 92 | 93 | 94 | 95 |
| --- | --- | --- | --- | --- | --- | --- | --- |
| mcGAS lum | 15 | -4 | / | -1 | -2 | -4 | -5 |
| NPYLR7 agonist | -1 | 2 | 6 | -7 | 0 | 2 | / |
| hcGAS lum | -6 | 0 | -7 | -3 | 2 | -7 | -2 |
